Screening results (PubChem)
TRPC4 inh = blocks the mouse TRPC4 cation channel; HEK293 TRPC4beta/mu-opioid, DAMGO-evoked Fluo4 calcium flux; active compounds read low; B-score at 10 µM; 300,000 tested, 0.39% active; AID 2247;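 active = B-score over 3 SD under the library average, no early fluorescence shift, positive overall ratio signal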
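Assay system: HEK293 cells with stable TRPC4beta plus mu-opioid receptor expression; Probe or stimulus: DAMGO in two steps, submaximal then maximal; Dosing: single-point compound dosing; Measured by: Fluo4 calcium-dye fluorescence, kinetic read; Read-out basis: B score from integrated Fluo4 fluorescence ratio.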
TRPC6 inh = blocks the mouse TRPC6 cation channel; HEK293-TRPC6, membrane potential dye, ACh-evoked depolarization; active compounds read low; B-score at 10 µM; 310,000 tested, 1.1% active;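 active = B-score under library mean minus 3 SD, initial fluorescence not abnormally high, positive integrated signal ratio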;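 also: B-score derived from integrated fluorescence ratio over the kinetic read; more negative B-score means stronger inhibition of depolarization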
Target sequence (Q61143 whole entry, looked up): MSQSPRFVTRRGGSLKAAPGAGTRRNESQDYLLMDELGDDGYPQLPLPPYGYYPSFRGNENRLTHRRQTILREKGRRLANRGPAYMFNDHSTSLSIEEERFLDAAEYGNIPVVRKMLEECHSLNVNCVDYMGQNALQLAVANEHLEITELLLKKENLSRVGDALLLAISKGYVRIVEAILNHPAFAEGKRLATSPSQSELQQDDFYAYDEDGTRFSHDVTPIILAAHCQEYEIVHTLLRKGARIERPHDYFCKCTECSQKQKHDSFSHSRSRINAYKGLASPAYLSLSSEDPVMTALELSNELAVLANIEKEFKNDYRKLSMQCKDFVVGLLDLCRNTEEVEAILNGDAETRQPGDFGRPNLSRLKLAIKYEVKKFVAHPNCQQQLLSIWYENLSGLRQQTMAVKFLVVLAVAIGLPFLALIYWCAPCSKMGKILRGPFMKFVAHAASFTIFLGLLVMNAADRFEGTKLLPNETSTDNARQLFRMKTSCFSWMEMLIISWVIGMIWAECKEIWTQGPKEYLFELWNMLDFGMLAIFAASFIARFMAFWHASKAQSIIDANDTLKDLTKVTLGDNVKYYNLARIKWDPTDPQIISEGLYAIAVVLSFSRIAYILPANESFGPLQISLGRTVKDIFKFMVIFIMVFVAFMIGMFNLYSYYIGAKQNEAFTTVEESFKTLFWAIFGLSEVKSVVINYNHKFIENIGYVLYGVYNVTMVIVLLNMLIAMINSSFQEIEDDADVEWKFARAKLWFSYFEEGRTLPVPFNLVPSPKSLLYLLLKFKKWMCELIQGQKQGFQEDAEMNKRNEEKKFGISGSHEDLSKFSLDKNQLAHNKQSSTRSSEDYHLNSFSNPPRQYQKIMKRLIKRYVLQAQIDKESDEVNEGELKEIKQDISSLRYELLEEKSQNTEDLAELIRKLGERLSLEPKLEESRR
ANO1 block = blocks the mouse calcium-activated chloride channel TMEM16A; 310,000 tested, 1.2% active; AID 588511; normalized B-score (activity score, 25-100; higher = stronger inhibition) at 10 µM; HEK293 TMEM16A/YFP iodide influx fluorescence, ionomycin;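 active = ratio plate-corrected score three or more library SD toward inhibition, starting fluorescence score within five deviations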;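 also: score derived from kinetic fluorescence span divided by baseline fluorescence per well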
MrgX1 ag = agonists of human MrgX1 receptor; MrgX1-HEK293 cells, Fluo-4 calcium fluorescence, agonist mode; active compounds read high; 310,000 tested, 0.44% active; AID 588627; B-score at 10 µM;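 active = calcium response B-score plate-corrected fluorescence ratio at least 3 library SD, with starting fluorescence B-score inside 5 SD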
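Material: MrgX1-expressing HEK293 cells; input: 15,000 cells per well; doses: test compound given as first of three sequential additions; schedule: overnight plating before 1 h dye loading; technique: Fluo-4 NW calcium-flux fluorescence, kinetic read; evaluation: baseline-normalised fluorescence change ratio, B-scored; control set: plate-wise positive and negative controls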
MrgX1 PAM = allosterically activates human MrgX1 receptor signaling; AID 588675; MrgX1-HEK293, Fluo-4 calcium flux, FDSS; active compounds read high; Q96LB2; B-score at 10 µM; 310,000 tested, 0.63% active;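 active = plate-corrected calcium response at least 3 library SD above typical, normal starting fluorescence, not activating the receptor alone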;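 also: compound read alongside a low EC10 to EC30 dose of BAM8-22 agonist; peak minus trough fluorescence over baseline measured at the second addition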
ANO1 activ = mouse TMEM16A channel activation, primary screen; Q8BHY3; HEK293 TMEM16A/YFP-H148Q/I152L, iodide quench fluorescence; active compounds read low; B-score at 10 µM; 340,000 tested, 0.3% active; AID 623877;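 active = fluorescence-ratio B-score plate-corrected deviation score at least 3 library SD below zero, with starting fluorescence score within 5 deviations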;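 also: channel opened by trigger with iodide after compound preincubation; score built on the fluorescence ratio of max minus min over baseline; more negative score means more quench and so TMEM16A activation or potentiation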
TRPC4 potent = TRPC4 (mouse) allosteric potentiation. HEK293 TRPC4beta/mu-opioid, DAMGO EC20, Fluo-4 Ca2+ flux; active compounds read high. B-score at 10 µM. 310,000 tested, 0.42% active;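 active = B-score of calcium response area above 5 SD of library B-scores, with initial fluorescence ratio within 5 SD of library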;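 also: B-score of integrated fluorescence ratio over time as area under calcium response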
TRPC4 act = opens the mouse TRPC4 cation channel | Q9QUQ5 | HEK293 TRPC4beta/mu-opioid, Fluo4 calcium fluorescence; active compounds read high | B-score at 10 µM | 310,000 tested, 0.49% active | AID 2237;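 active = B-score above 5 SD of library B-scores, and initial fluorescence ratio not above library mean plus 5 SD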;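 also: positive B-score marks a calcium rise read as TRPC4 activation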
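Incubation: 45 min room-temperature Fluo4 loading, 110 s read / System: HEK293 cells stably co-expressing mouse TRPC4beta and mu-opioid receptor / Signal: Fluo4 fluorescence, kinetic / Control set: buffer (low) and maximal DAMGO (high) / Measure: integrated baseline-normalised fluorescence ratio, converted to per-well B score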
TRPC6 act = mouse TRPC6 channel activation. HEK293-TRPC6 membrane potential dye fluorescence; active compounds read high. Q61143. B-score at 10 µM. 310,000 tested, 0.13% active;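 active = B-score of the integrated fluorescence ratio above library mean plus 3 SD, and starting fluorescence ratio within library mean plus 5 SD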;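 also: higher score means more depolarization so channel activation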
RGS4 block = human RGS4 inhibition; HEK293 M3R/RGS4 inducible, Fluo-4 calcium flux; active compounds read high; triggered by carbachol at its EC20; P49798; B-score at 10 µM; 310,000 tested, 0.45% active;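 active = B-score, a plate-corrected calcium signal, over three deviations above library mean, with baseline fluorescence within five deviations of library mean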;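 also: RGS4 expression induced by doxycycline in cells with stable M3 receptor; B-score is computed from the integrated fluorescence ratio over baseline after carbachol; higher B-score means a larger calcium signal and so more RGS4 inhibition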
MrgX1 antag = blocks BAM8-22 activation of human MrgX1 receptor. Q96LB2. MRGX1-HEK293 calcium flux, Fluo-4, BAM8-22 antagonism; active compounds read low. B-score at 10 µM. 310,000 tested, 1.3% active. AID 588676;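 active = calcium-response B-score plate-corrected more than 3 library SD below zero, starting fluorescence within 5 deviations, no agonist response on first addition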;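 also: peak minus trough fluorescence over baseline after final BAM8-22 challenge near maximal dose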
* hit, by the source's call; i = inactive; nt = no result given. Outcome played no part in choosing rows; overall some 5.8% were active at least once.

Molecule,TRPC4 inh,TRPC6 inh,ANO1 block,MrgX1 ag,MrgX1 PAM,ANO1 activ,TRPC4 potent,TRPC4 act,TRPC6 act,RGS4 block,MrgX1 antag
COc1ccc(OC)c(C2=Nn3c(nnc3C3CCCCC3)SC2)c1,i,i,i,i,i,i,i,i,i,i,i
O=[N+]([O-])c1cc(S(=O)(=O)N2CCCC2)ccc1NN=C1CCCCC1,i,i,i,i,i,i,i,i,i,i,i
O=C(O)C1CCN(C(=O)CSc2nc3cc(Cl)ccc3c(=O)n2Cc2ccccc2)CC1,i,i,i,i,i,i,i,i,i,i,i
CCCCCNC(=O)c1ccc2c(=O)n(CCOC)c(=O)[nH]c2c1,i,i,i,i,i,i,i,i,i,i,i
Cc1ccc(NC(=O)c2cc(S(=O)(=O)N3CCOCC3)cn2C)cc1F,i,i,i,i,i,i,i,i,i,i,i
Cc1cccc(N(Cc2ccccc2)C(=O)c2cc(S(=O)(=O)N3CCOCC3)ccc2F)c1,i,i,i,i,i,i,i,i,i,i,i
Cn1c(=O)c2ccccc2n2c(CCl)nnc12,i,i,i,i,i,i,i,i,i,i,i
COCC(O)CSc1c([N+](=O)[O-])nc(C)n1Cc1ccc(OC)c([N+](=O)[O-])c1 (stereo not given),i,i,i,i,i,i,i,i,i,i,i
Cc1cccc(Nc2c([N+](=O)[O-])ccc3nonc23)c1C,i,i,nt,nt,nt,i,i,i,i,i,nt
COc1ccc(NC(=O)c2ccccn2)cc1S(=O)(=O)N1CCOCC1,i,i,i,i,i,i,i,i,i,i,i
O=C(CCn1ccc2cc(S(=O)(=O)N3CCCC3)ccc21)NCc1ccccc1F,i,i,i,i,i,i,i,i,i,i,i
COc1cccc(C(C(=O)NC(C)(C)C)N(Cc2ccc(F)cc2)C(=O)CCC(=O)Nc2cc(C)on2)c1OC (stereo not given),i,i,i,i,i,i,i,i,i,i,i
Cc1ccc(S(=O)(=O)N2CCN(C(=O)C(C)Cn3cncn3)CC2)cc1C (stereo not given),i,i,i,i,i,i,i,i,i,i,i
CC(C(=O)OCC(=O)c1cccc([N+](=O)[O-])c1)N1C(=O)C2C3CCC(C3)C2C1=O (stereo not given),i,i,i,i,i,i,i,i,i,i,i
CC(=O)[C@@H]1[C@@H](C(=O)c2ccccc2)[C@]2(C(=O)Nc3ccccc32)[C@H]2C=Cc3cc(F)ccc3N12,i,i,i,i,i,i,i,i,i,i,i
CCCN(CCC)S(=O)(=O)c1ccc(C(=O)N2CC3CCC(CC3)C2)cc1,i,i,i,i,i,i,i,i,i,i,i
NNC(=O)CN1CCCc2ccccc21,i,i,i,i,i,i,i,i,i,i,i
COc1cccc(N2CCN(CC(=O)c3c(C)[nH]c4ccccc34)CC2)c1,i,i,i,i,i,i,i,i,i,i,i
Cc1ccc(S(=O)(=O)N(CCCN2CCCC2=O)Cc2cc3c(C)ccc(C)c3[nH]c2=O)cc1,i,i,i,i,i,i,i,i,i,i,i
Cc1cc(NS(=O)(=O)c2ccc(N)cc2)no1,i,i,i,i,i,i,i,i,i,i,i
Cc1cc(N2C(=O)C(O)=C(C(=O)c3cc4ccccc4o3)C2c2ccc([N+](=O)[O-])cc2)no1 (stereo not given),i,i,i,i,i,i,i,i,i,i,i
COc1ccc(S(=O)(=O)N2CCN(C)CC2)cc1C(=O)Nc1ccccc1,i,i,i,i,i,i,i,i,i,i,i
CN(C)C(=O)COn1c(SCC(=O)N(C)C)nc2ccccc2c1=O,i,i,i,i,i,i,i,i,i,i,i
CN1CCN(Cc2nc3ccccc3c(=O)n2Cc2nc(-c3ccc4ccccc4c3)cs2)CC1,i,i,i,i,i,i,i,i,i,i,i
O=C(Nc1cccc(F)c1)N1CCCCCC1,i,i,i,i,i,i,i,i,i,i,i
CN(C)c1nc(NN)nc(Nc2ccc(F)cc2)n1,i,i,i,i,i,nt,i,i,i,i,i
CCc1ccc(N(C(=O)Cc2cccs2)C(C(=O)NC2CCCCC2)c2cn(C)nc2C)cc1 (stereo not given),i,i,i,i,i,i,i,i,i,i,i
COc1ccc2c3c(cccc13)OC2=O,i,i,i,i,i,i,i,i,i,i,i
COc1ccccc1-c1c(C#N)c(N)nc2c1CCC2,i,i,i,i,i,i,i,i,i,i,i
Cn1cccc1Cc1nnc(SCC(=O)Nc2ccccc2F)n1-c1ccc(F)cc1,i,i,i,i,i,i,i,i,i,i,i
COc1cccc(NC(=O)c2ccc(N3C(=O)C4CC=CCC4C3=O)cc2)c1 (stereo not given),i,i,i,i,i,i,i,i,i,i,i
COc1ccccc1NS(=O)(=O)c1cccc(C(=O)N/N=C(\C)c2ccc3c(c2)OCCO3)c1,i,i,i,i,i,i,i,i,i,i,i
COc1ccc(NC(=S)N/C(=N/CS(=O)(=O)c2ccccc2)c2ccccc2)cc1,i,i,i,i,i,i,i,i,i,i,i
N#Cc1ccccc1NCc1ccccc1,i,i,i,i,i,i,i,i,i,i,i
O=C(CSc1nc2ccccc2[nH]1)NCc1ccc(F)cc1,i,i,i,i,9.5*,i,i,i,i,i,i
COC(=O)c1c(C)oc(C)c1S(=O)(=O)NC(C)(C)C,i,i,i,i,i,i,i,i,i,i,i
CC1(C)CC(=O)C(C(c2cccnc2)C2C(=O)CC(C)(C)CC2=O)C(=O)C1,i,i,i,i,i,i,i,i,i,i,i
CCN1C(=O)/C(=C/c2ccc(C)s2)SC1=Nc1ccc(OC)cc1,i,i,i,i,i,i,i,i,i,i,i
CCN(CC)S(=O)(=O)c1ccc(NC(=O)COc2nc3ccccc3nc2N2CCOCC2)cc1,i,i,i,i,i,i,i,i,i,i,i
CC(C)c1nc(SCC(=O)NC2CCCCC2)c2ccccc2n1,i,i,i,i,i,i,i,i,i,i,i
CCCCC(=O)Nc1nc2c(OC)ccc(OC)c2s1,i,i,i,i,i,i,i,i,i,i,i
COc1ccc(CN2CCNC(=O)C2CC(=O)NCc2csc(C)n2)c(F)c1 (stereo not given),i,i,i,i,i,i,i,i,i,i,i
COc1c(F)c(F)c(C(=O)Nc2ccccc2N2CCN(C(=O)C(C)C)CC2)c(F)c1F,i,i,i,i,i,i,i,i,i,i,i
COc1ccc(CCN(C(=O)c2cccc(F)c2)C2CC(=O)N(c3ccccc3)C2=O)cc1 (stereo not given),i,i,i,i,i,i,i,i,i,i,i
Cc1ccc(CSc2nnc(SCC(=O)N/N=C/c3c(C)nn(-c4ccccc4)c3C)s2)cc1,i,i,25*,i,i,i,i,i,i,i,i
Cc1ccc(S(=O)(=O)N(C)C)cc1NC(=S)NC12CC3CC(CC(C3)C1)C2,i,i,nt,nt,nt,i,i,i,i,i,nt
O=C(N/N=C/c1ccccc1Cl)c1ccc(F)cc1,i,i,i,i,i,i,i,i,i,i,i
Clc1ccc(CSc2nnc(Cn3cnc4ccccc43)o2)cc1,i,i,i,i,i,i,i,i,i,i,i
O=C(CCC1CCCCC1)NCCS(=O)(=O)N1CCN(c2ccccc2F)CC1,i,i,i,i,i,i,i,i,i,i,i
COCCCNC(=O)c1cc(C(=O)c2c(-c3c(Cl)cccc3Cl)noc2C)c[nH]1,i,i,i,i,i,i,i,i,i,i,i
Cc1cc(NC(=O)CCC(=O)N(CC(=O)NC2CCCC2)c2ccc(Cl)cc2)no1,i,i,i,i,i,i,i,i,i,i,i
CCOC(=O)c1cc(-c2ccccc2)sc1NC(=O)c1ccc(OC)c(OC)c1,i,i,i,i,i,i,i,i,i,i,i
COc1cc(CNc2nc3ccccc3[nH]2)cc(OC)c1OC,i,i,i,i,i,i,i,i,i,i,i
CCN(CC)S(=O)(=O)c1ccc(N2C(=O)CC2(/C=C/c2ccccc2)C(=O)NC2CCCC2)cc1 (stereo not given),i,i,i,i,i,i,i,i,i,i,i
O=C(c1ccc(S(=O)(=O)N2CCCC2)cc1)N1CCN(c2ccccc2)CC1,i,i,i,i,i,i,i,i,i,i,i
COc1ccc(/C=C(/NC(=O)/C=C/c2ccccc2)C(=O)O)cc1,i,i,i,i,i,i,i,i,i,i,i
Nc1nc(Nc2cccc(F)c2)nc(N2CCOCC2)c1[N+](=O)[O-],i,i,i,i,i,i,i,i,i,i,i
CCCCC1=NN2C(=N)CC(=O)N=C2S1,i,i,i,i,i,i,i,i,i,i,i
Cc1ccc(NS(=O)(=O)c2ccc(C(=O)N3CCCCCCC3)cc2)cc1,i,i,i,i,i,i,i,i,i,i,i
Cc1cc(Nc2ccc3c(c2)OCCO3)c2ccccc2n1,i,i,i,i,i,i,i,i,i,i,i

Next records:
Molecule,TRPC4 inh,TRPC6 inh,ANO1 block,MrgX1 ag,MrgX1 PAM,ANO1 activ,TRPC4 potent,TRPC4 act,TRPC6 act,RGS4 block,MrgX1 antag
Cc1cccc(NS(=O)(=O)c2cc3c(cc2C)n(C)c(=O)c(=O)n3C)c1,i,i,i,i,i,i,i,i,i,i,i
Cn1c(=O)[nH]c(=O)c2c1nc(N1CCCCC1)n2CCOc1ccccc1,i,i,i,i,i,i,i,i,i,i,i
Cc1ccn2c(=O)nc(SCC(=O)Nc3ccc4c(c3)OCCO4)nc2c1,i,i,i,i,i,i,i,i,i,i,i
N/C(=N\OC(=O)Cc1ccccc1)c1ccccc1Cl,i,i,i,i,i,i,i,i,i,i,i
COc1ccc(-c2[nH]ncc2CN2CCN(C(=O)c3cccs3)CC2)c(F)c1,i,i,i,i,i,i,i,i,i,i,i
CCn1ccnc1CNC(=O)CC1C(=O)NCCN1Cc1ccc(OC)cc1OC (stereo not given),i,i,i,i,i,i,i,i,i,i,i
CCNCC(=O)N1c2ccccc2CCc2ccc(NC(=O)OC(C)C)cc21,i,i,i,i,i,i,i,i,i,i,i
CCNC(=O)c1sc(=S)n(-c2ccc(C)cc2)c1N,i,i,i,i,i,i,i,i,i,i,i
